# Assay outcomes: PubChem, several laboratories
# PTEN del growth: PTEN-deleted cell growth suppression; HCT116 PTEN-null viability, CellTiter-Glo, 60 h; active compounds read low; viability, % at 10 µM; 1.2% of 140,000 active; AID 827;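 active = viability at or below a set limit, 4 SD under the median of all tested compounds, cut at about 3.7% in these data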;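 also: PTEN knockout HCT116 line with beta catenin targeted HCT116 as companion control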
# GALR2 antag: antagonists of human galanin receptor 2 (GALR2); O43603; GALR2-expressing cells, antagonist mode; inhibition, % at 4 µM; 0.39% of 140,000 active; AID 828; in the data active = inhibition above about 27%;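 also: cells stimulated with galanin 1-16 at roughly its EC80; 0% = agonist challenge control and 100% = basal control without agonist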
# Target sequence (O43603 whole entry, looked up): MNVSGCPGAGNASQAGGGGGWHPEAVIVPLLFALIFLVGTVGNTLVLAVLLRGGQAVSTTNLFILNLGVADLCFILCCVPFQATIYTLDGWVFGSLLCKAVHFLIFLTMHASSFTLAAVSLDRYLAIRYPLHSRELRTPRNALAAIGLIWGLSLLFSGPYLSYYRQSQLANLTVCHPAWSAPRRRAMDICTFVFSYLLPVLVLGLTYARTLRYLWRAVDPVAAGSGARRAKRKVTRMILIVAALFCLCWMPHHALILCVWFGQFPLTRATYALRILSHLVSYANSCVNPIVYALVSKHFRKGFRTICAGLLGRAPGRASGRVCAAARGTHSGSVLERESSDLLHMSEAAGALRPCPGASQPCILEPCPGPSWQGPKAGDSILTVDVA
# Yeast lifespan up: extends the lifespan of yeast. S. cerevisiae growth with nicotinamide, OD615; deaD strain in restrictive glucose medium. inhibition of the nicotinamide effect, % at 10 µM. 0.68% of 130,000 active;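 active = inhibition above a set limit, placed 3 SD over the median of all compounds, cut at about 26% in these data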;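 also: 0% = nicotinamide-treated wells and 100% = cells grown without nicotinamide; some compounds called inactive have numbers as strong as hits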
#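 Measured by: optical density (absorbance) at 615 nm; System: modified budding yeast, DeaD strain; Medium: restrictive CSMM-D dextrose medium; Timing: 4 h preincubation then 48 h treatment at 30 °C.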
# Phagocytosis inh: inhibitors of macrophage phagocytosis; J774A.1 macrophage IgG-bead phagocytosis, imaging; inhibition, % at 5 µM; 0.07% of 110,000 active;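 active = inhibition above the mean of the plate negative controls plus 5 SD, cut at about 13% in these data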;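 also: phagocytic index as fraction of beads internalized from green versus red external bead signal; plate controls were DMSO negative control for no effect and cytochalasin-D positive control for full effect; some results beyond the cut were filed as inactive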
# HCT116 bCat-KO: beta-catenin-lacking colon tumor cell growth suppression. HCT116 beta-catenin knockout viability, CellTiter-Glo, 60 h; active compounds read low. viability, % at 10 µM. 1.5% of 140,000 active;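 active = viability at or under a set limit, the compound median less 4 SD, cut at about 6% in these data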;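 also: 0% = Hyamine 1622 control at 20 µM and 100% = untreated cell control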
# NPY-Y2 antag: NPY-Y2 (human) receptor antagonism | NPY-Y2 expressing cells, antagonist mode | 0.99% of 140,000 active | P49146 | inhibition, % at 2.7 µM; in the data active = inhibition above about 17%;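 also: 0% = vehicle with agonist challenge and 100% = reference antagonist with challenge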
# Target sequence (P49146 whole entry, looked up): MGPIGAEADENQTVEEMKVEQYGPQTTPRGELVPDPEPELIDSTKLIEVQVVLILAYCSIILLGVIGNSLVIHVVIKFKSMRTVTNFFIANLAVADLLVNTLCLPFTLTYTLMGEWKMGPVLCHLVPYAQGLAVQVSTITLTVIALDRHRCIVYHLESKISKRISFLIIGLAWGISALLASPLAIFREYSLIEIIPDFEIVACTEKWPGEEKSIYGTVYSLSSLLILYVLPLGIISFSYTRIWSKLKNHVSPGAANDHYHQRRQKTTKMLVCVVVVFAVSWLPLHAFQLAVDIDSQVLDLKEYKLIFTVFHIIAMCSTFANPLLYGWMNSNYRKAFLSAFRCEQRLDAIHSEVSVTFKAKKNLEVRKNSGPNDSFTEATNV
# Measles CPE: protection of cells from measles virus | Measles virus-infected cells, CPE protection, absorbance | protection (pct of control), % at 4 µM | 1.5% of 140,000 active; in the data active = protection mostly above about 24%, no sharp cut-off; inactive = mostly below about 26%; also: some compounds called inactive have numbers as strong as hits
# BB579 growth dn: yeast BB579 growth reduction in restrictive medium | S. cerevisiae BB579 growth, OD615, 48 h | inhibition, % at 10 µM | 0.51% of 140,000 active | AID 804;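 active = inhibition above a set limit, 3 SD over the mean compound inhibition, cut at about 44% in these data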; also: inactives centre near -24
#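 Material: Saccharomyces cerevisiae DeaD strain BB579, replicative lifespan model yeast; buffer or medium: CSMM-D restrictive synthetic medium containing dextrose (glucose); compound: 10 µM single dose, DMSO 0.25%; timing: 48 h compound exposure at 30 °C after 4 h preincubation; signal: turbidity as optical density at 615 nm; benchmarks: positive control amphotericin B 10 µg/mL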
# MRP-1 activ: activators of MRP-1. H69AR cells + doxorubicin, viability rescue, CellTiter-Glo. viability increase, % at 10 µM. 0.61% of 140,000 active. AID 799;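 active = viability gain under doxorubicin at or above a set limit, the compound median plus 3 SD, cut at about 4.7% in these data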;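 also: MRP-1 overexpressing cells given doxorubicin 25 µM after compound pretreatment; 18-22 h compound pretreatment then 72 h with doxorubicin before readout; 0% = doxorubicin-only wells and 100% = vehicle-treated cells without doxorubicin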
# E-sel TNF inh: TNF alpha driven E-selectin expression inhibition. HUVEC TNFa-induced E-selectin immunofluorescence, high content. inhibition, % at 2 µM. AID 1246. 0.71% of 120,000 active;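 active = inhibition above the batch mean plus 3 SD, and confirmed as a hit on visual image review, cut at about 43% in these data; inconclusive = passes the inhibition cutoff but fails visual image review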;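 also: 0% = TNF-stimulated DMSO wells and 100% = unstimulated control wells; not every result past the cut was called active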
# * marks the source's active call; other numbers are inactive results; ? = inconclusive; nt = not tested or not shown. Not a hit list, and some 6.1% of all compounds hit somewhere here.
SMILES,PTEN del growth,GALR2 antag,Yeast lifespan up,Phagocytosis inh,HCT116 bCat-KO,NPY-Y2 antag,Measles CPE,BB579 growth dn,MRP-1 activ,E-sel TNF inh
Cc1ccc(N(C(C)C(=O)Nc2cc(Cl)ccc2Oc2ccccc2)S(C)(=O)=O)cc1 (stereo unspecified),48,2,-2,nt,56,2,17,-33,-4.0,-45
Cc1cc(C(=O)COC(=O)CN(C)S(=O)(=O)c2ccc(Cl)cc2)c(C)n1Cc1cccs1,86,-5,-4,0,88,3,8,-19,-1.3,-5
COc1ccccc1NC(=O)CN1CCC(C(=O)c2ccc(F)cc2)CC1,75,3,-8,nt,64,7,12,-33,-3.1,-12
O=c1cc(CO)oc(CN2CCN(CCO)CC2)c1O,113,11,-13,0,92,1,5,-2,-0.4,nt
COc1ccc(OC)c(C(c2nnnn2CC2CCCO2)N2CCN(C)CC2)c1 (stereo unspecified),102,-1,-1,3,90,-1,17,-10,-1.9,-8
CC(C)CNC(=O)CC(=O)N/N=C/c1cccs1,94,1,-1,-1,106,1,25*,-40,1.1,-14
CC(C)NC(=O)c1ccc(Sc2ccccc2)c([N+](=O)[O-])c1,88,-6,-5,2,88,3,6,-7,-4.3,nt
CN(CC(=O)NCc1ccccn1)S(=O)(=O)c1ccccc1,98,11,-10,-2,119,0,2,-6,-1.6,20
O=c1ccn(Cc2ccccc2Cl)cc1,85,4,-7,-3,85,2,28,-18,-0.3,9
COc1ccccc1CNC(=O)C(=O)NCC1OCCN1S(=O)(=O)c1ccc2c(c1)OCCO2 (stereo unspecified),88,8,-4,nt,86,2,8,-37,-0.5,-16
C(=C\c1nnc(-c2cccs2)o1)/c1ccccc1,94,-1,-27,nt,91,8,4,-54,0.9,-23
CC(C)(C)n1nnnc1C(c1cccc(C#N)c1)N1CCCCCC1 (stereo unspecified),77,0,-4,-3,77,11,3,-30,-1.7,-8
O=C(COc1ccccc1)N(CCc1ccccc1)c1nc(-c2ccc(F)cc2)cs1,71,-4,-4,0,70,8,nt,-48,-0.2,34
Cn1c(=O)n(Cc2ccccc2)c(=O)c2c1nc1n2CCCN1CCc1ccccc1,24,-24,-7,0,31,5,26,11,-1.1,12
Cc1ccc(-n2c(C)cc(/C=N/NC(=O)c3ccncc3)c2C)c(C)c1,74,-12,-4,0,88,2,6,-12,-2.4,-23
CCOC(=O)c1c(NC(=O)C2C3CCC(O3)C2C(=O)O)sc(C)c1-c1ccc(C)cc1 (stereo unspecified),88,1,-1,nt,94,1,9,-27,-1.6,-7
COc1ccc(N2CCN(c3c(S(=O)(=O)c4ccccc4)cnc4ccc(OC)cc34)CC2)cc1,66,2,4,-8,69,2,23*,-25,-1.3,nt
COc1cccc(-c2cc(C(=O)Nc3c(C)nn(Cc4ccccc4C)c3C)no2)c1,75,-2,-7,0,83,2,9,-34,4.1,12
COc1ccc(NC(=O)CSc2ccc3c(c2)OCCO3)cc1OC,88,2,-9,0,91,-1,9,-6,-2.6,9
CCC(C)OC(=O)C1=C(C)NC2=C(C(=O)C(C(=O)OC)C(C)C2)C1c1ccc(N(C)C)cc1 (stereo unspecified),77,1,-17,0,78,-1,58*,-22,-1.0,-2
COC(=O)c1c(-c2ccccc2)csc1NC(=O)CSc1ncnc2sc(C)c(C)c12,68,0,-1,-6,66,1,2,-63,1.2,-41
CCOc1ccc(OCC)c(NC(=O)CC2Oc3ccc(C)cc3NC2=O)c1 (stereo unspecified),70,-6,-5,0,77,0,3,-18,-1.0,3
OC(CNC1CCCC1)COc1c(F)cc(Br)cc1F (stereo unspecified),nt,-15,1,0,98,5,5,-57,-1.1,2
c1coc(C2Nc3ccccc3-c3nc4ccccc4n32)c1 (stereo unspecified),52,11,-24,-2,45,5,14,5,-3.3,3
O=[N+]([O-])c1cc(S(=O)(=O)c2ccc(N3CCCCC3)c([N+](=O)[O-])c2)ccc1N1CCCCC1,65,5,5,nt,59,10,8,-9,0.9,-50
CCCC(=O)N1CCN(c2ccc(NC(=O)C(C)(C)C)cc2)CC1,100,-5,-7,nt,94,-2,13,-1,0.5,-7
CCOc1cc(/C=C2/N=C(c3ccc(C(C)(C)C)cc3)OC2=O)cc(Cl)c1OS(C)(=O)=O,84,-39,-3,-1,93,2,2,-10,-1.5,nt
Cc1ccc(S(=O)(=O)/N=C(\N)Nc2nc(C)c3cc(C)ccc3n2)cc1,91,1,0,2,77,6,17,-15,0.2,-52
Cc1cc(N2CCCCC2)nc2ccc(NC(=O)CCC(=O)NCCC(C)C)cc12,89,-1,-2,2,88,2,23,-15,-1.0,-21
O=C(O)c1ccc2c(c1)C(=O)N(NC(=O)c1ccccc1)C2=O,100,3,-5,nt,97,-1,5,-51,-0.2,-43
O=C(Nc1ccc(S(=O)(=O)Nc2ncccn2)cc1)c1cncc(Br)c1,100,-12,2,-9,95,4,22,-36,1.9,-10
COC(=O)c1c(NC(=O)CC2SC(N)=NC2=O)sc2c1CCC(C(C)(C)C)C2 (stereo unspecified),56,-14,4,-5,58,0,4,-47,-5.0,nt
C=CCn1c(SC/C=C/c2ccccc2)nnc1-c1sc(N)nc1C,71,-14,-6,0,74,1,11,-30,-2.5,nt
CCN(CC)C(=O)c1sc2nc(-c3ccncc3)[nH]c(=O)c2c1C,92,-6,-21,-2,92,2,3,-30,-2.5,nt
COCCCn1cnc2c(c1=O)c1nc3ccccc3nc1n2-c1ccc(C)cc1,93,-11,-10,-1,87,2,5,-61,-0.7,3
Cc1cc(C(=O)NCc2ccco2)cs1,96,1,-16,-3,101,4,3,-26,-3.8,-11
CCN(CC)CCSc1nc(O)c(-c2ccccc2)c(=O)[nH]1,109,10,-4,0,91,-1,8,-27,-0.9,-8
Cc1ccc2nc(SCC(=O)Nc3c(C)n(C)n(-c4ccccc4)c3=O)[nH]c2c1,91,4,-14,0,93,-1,3,-18,-2.7,nt
C/C(=N\OCC(=O)N/N=C/c1ccccc1)c1cccs1,86,1,-22,-1,97,4,9,6,1.3,-77
COC(=O)Cc1cc(=O)n(-c2ccccc2)[nH]1,108,1,12,-2,97,-1,21,-27,0.6,-5
Cc1cc(C)cc(OCC(=O)OCCN2C(=O)c3ccccc3C2=O)c1,98,-1,-13,-1,92,-1,16,-23,-1.0,5
Cc1cccc(C)c1NC1=NC2(CCCCC2)N=C(N)N1,94,-5,-1,-5,95,3,9,-28,-0.5,nt
CCN(CC)CCn1c2ccccc2c2cnc(N)c(C#N)c21,4,-8,-2,0,4.3*,4,11,-28,-5.9,-3
Cc1ccc(N2CCN(C(=O)c3ccccc3NC(=O)C3CC=CCC3C(=O)O)CC2)cc1 (stereo unspecified),108,8,-5,0,100,2,2,-66,-0.2,-22
COc1cccc(C2SCC(=O)N2c2ccc(C)cc2)c1OC (stereo unspecified),89,-2,1,-12,92,2,9,-38,-0.3,20
O=C(NCCC1=CCCCC1)C1CCN(S(=O)(=O)N2CCOCC2)CC1,98,-5,-13,0,94,2,5,-20,-0.1,?
COc1ccc(-c2cc(-c3ccc(OC)c(OC)c3)n[nH]2)c(O)c1,32,3,-12,-1,26,2,13,-11,-1.9,-20
COc1ccc(/C=C2\CCCC3C2=NC(=S)NC3c2ccc(OC)cc2)cc1 (stereo unspecified),36,3,3,-2,35,1,1,-13,-3.1,nt
COc1ccc(C(=O)N/N=C/c2ccc(OC(=O)c3ccccc3)cc2)cc1,68,13,-3,-9,84,1,4,-39,-1.6,nt
Cc1cccc2sc(NC(=O)c3cccc(S(=O)(=O)N4CCc5ccccc54)c3)nc12,28,3,0,-7,33,3,11,-19,-1.5,nt
CCOc1ccc(C)cc1S(=O)(=O)n1ccnc1,107,4,-3,0,102,5,6,-48,0.0,0
Cc1cc(C)c2nc(-c3ccccn3)cc(C(=O)Nc3ccc(S(=O)(=O)Nc4cc(C)on4)cc3)c2c1,65,-18,0,-2,80,4,25,-32,-2.9,-12
O=C(Nc1c(Cl)cc(Cl)cc1-c1nc2ccccc2s1)c1ccc(Br)o1,66,-4,-13,-2,78,15,16,-64,-1.2,46
O=C(NCCSc1c(-c2ccccc2)[nH]c2ccccc12)c1cc2ccccc2oc1=O,82,8,1,nt,97,-2,3,-23,-2.7,-35
Cn1c(=O)[nH]c(=O)c2c1nc(Br)n2Cc1ccccc1Cl,78,8,-8,-1,89,4,nt,-14,-2.8,22
C=CCN(C(=O)CCC(=O)O)C1CC(=O)N(c2ccc(OCCC)cc2)C1=O (stereo unspecified),87,-1,1,3,93,3,1,-22,0.5,92*
Cc1c(O)ccc2c3c(c(=O)oc12)CCC(C)C3 (stereo unspecified),105,7,-12,-1,89,3,13,-38,-1.4,12
C=CCn1c(SCc2nc3ccccc3[nH]2)nnc1-c1cccc(OC)c1,83,8,-20,1,82,1,7,-1,-1.6,-17
Cc1ccc(CNS(=O)(=O)c2ccc(C(C)(C)C)cc2)n1C,84,8,-8,2,91,1,10,-36,-0.9,-28
O=C(N/N=C/c1ccncc1)c1cccc([N+](=O)[O-])c1,87,8,-3,-3,93,-1,9,6,0.9,nt

# Records above marked active in E-sel TNF inh:
structure	GALR2 antag	Yeast lifespan up	Phagocytosis inh	NPY-Y2 antag	Measles CPE	BB579 growth dn	E-sel TNF inh
C=CCN(C(=O)CCC(=O)O)C1CC(=O)N(c2ccc(OCCC)cc2)C1=O (stereo unspecified)	-1	1	3	3	1	-22	92*

# Remaining list, next part.
SMILES,PTEN del growth,GALR2 antag,Yeast lifespan up,Phagocytosis inh,HCT116 bCat-KO,NPY-Y2 antag,Measles CPE,BB579 growth dn,MRP-1 activ,E-sel TNF inh
CC(C)(C)OC(=O)NNC(=S)NCc1ccc(Cl)cc1,93,3,-22,-4,110,1,4,-53,-0.7,-13
CCN1CCN(CCCNC(=O)c2cc3c(=O)[nH]c4ccccc4c3s2)CC1,67,-8,-4,-1,64,0,7,-24,-1.2,15
COc1cc(CCNc2ccc3nnc(-c4ccccc4)n3n2)cc(OC)c1OC,64,1,1,nt,69,2,3,-11,-4.4,-8
N#CCCN/N=C(/Cc1nc2ccccc2[nH]1)c1ccc(Cl)cc1,92,13,-11,-1,85,6,17,-46,-1.8,-12
Cc1ccnc(N=Cc2c(O)ccc3oc4c(c23)CCCC4)c1,83,2,45*,-7,91,-2,10,-54,-2.5,4
COc1ccccc1-c1cc(C(=O)Nc2ccccc2SC)no1,88,2,-10,-2,95,-2,4,-44,-1.5,nt
O=C(CN1CCN(Cc2ccc(F)cc2Cl)C1=O)NCCc1ccc(Cl)cc1,96,-7,-14,nt,98,6,11,5,1.3,-1
CC1CCCN(C(=O)C23CCC(C)(C(=O)C2)C3(C)C)C1 (stereo unspecified),92,-23,-8,nt,91,-1,7,12,-2.6,7
